EP2 mod = modulates human prostaglandin E2 receptor EP2 signaling; P43116; EP2-expressing cells, cAMP HTRF FRET, PGE2 co-stimulation; induction, % at 25 µM; actives 0.83% (n = 260,000); AID 940;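 active = compounds whose cAMP rise, as percent of the full-agonist control response, exceeds 60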;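 note: rat C6 glioma line stably carrying human EP2 under a CMV promoter; the protocol text gives 20 µM as final concentration; 100% = response of wells given 1 µM PGE2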
Target sequence (P43116 whole entry, looked up): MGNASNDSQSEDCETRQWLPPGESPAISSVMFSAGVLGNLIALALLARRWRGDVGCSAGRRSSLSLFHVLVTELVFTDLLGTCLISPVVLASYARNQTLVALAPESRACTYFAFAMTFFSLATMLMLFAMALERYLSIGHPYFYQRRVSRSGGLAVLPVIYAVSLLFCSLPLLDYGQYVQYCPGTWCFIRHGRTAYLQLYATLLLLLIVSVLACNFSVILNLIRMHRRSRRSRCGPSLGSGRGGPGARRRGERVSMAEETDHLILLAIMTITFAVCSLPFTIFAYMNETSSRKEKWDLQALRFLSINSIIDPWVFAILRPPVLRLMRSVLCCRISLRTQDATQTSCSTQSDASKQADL
TNF death inh = inhibitors of TNF-alpha induced necroptosis in Jurkat FADD-/- cells | activation (protection from cell death), % at 10 µM | Jurkat FADD-/- TNF necroptosis rescue, ATP luminescence, 24 h; 0 = TNF only, 100 = no-TNF cells | actives 0.068% (n = 220,000);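 active = activation, meaning protection from cell death, of at least 50% relative to plate controls; inactive = activation below 50%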;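 note: necroptosis triggered by 40 ng/mL TNF-alpha added together with compound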
RBBP9 inhibitor = human RBBP9 hydrolase inhibition | O75884 | recombinant RBBP9, FP-Rh probe fluorescence polarization | inhibition, % at 7.94 µM | actives 0.2% (n = 220,000) | AID 1515;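 active = inhibition above the campaign mean of all tested compounds plus 3 SD, cut at about 14% in these data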;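 note: plate controls were DMSO wells with RBBP9 for no effect and wells lacking RBBP9 protein for full effect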
Target sequence (O75884 whole entry, looked up): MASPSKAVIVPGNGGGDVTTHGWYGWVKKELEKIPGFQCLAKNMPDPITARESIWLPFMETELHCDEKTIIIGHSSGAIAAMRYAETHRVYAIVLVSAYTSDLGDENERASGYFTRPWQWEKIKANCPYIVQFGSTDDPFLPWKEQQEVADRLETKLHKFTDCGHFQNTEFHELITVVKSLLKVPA
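Measured by – fluorescence polarization · Test system – RBBP9 protein · Input – 2.5 µM RBBP9 dispensing solution, before mixing · Measure – percent inhibition from mP, scaled between DMSO and no-protein wells · Benchmarks – DMSO-treated enzyme wells and wells lacking RBBP9 · Times – preincubation 30 min plus labeling 45 min at 25 °C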
Runt-SMMHC FRET = inhibitors of human RUNX1 Runt domain binding to CBFb-SMMHC. inhibition, % at 20 µM. Cerulean-Runt/Venus-CBFb-SMMHC FRET ratio 530/480, 1 h. AID 1434. Q01196+Q13951. actives 0.74% (n = 220,000);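 active = mean inhibition across duplicate retests at 20 µM reaching about 50%, limit read from the data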;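 note: 0% = DMSO wells and 100% = wells with excess untagged CBFb-SMMHC; inhibitors lower the FRET ratio by blocking Runt binding to CBFb-SMMHC; some results filed as inactive read as strong as hits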
Hck-Nef inh = human Hck-Nef kinase inhibition; P08631; Recombinant Hck-YEEI plus Nef, Z-Lyte FRET kinase assay; inhibition, % at 20 µM; actives 0.68% (n = 220,000); AID 463187;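 active = Hck-Nef kinase inhibition above about 50%, limit read from the data; inactive = inhibition below that limit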;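 note: 0% = DMSO with Hck plus Nef and 100% = Hck alone without Nef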
Target sequence (P08631 whole entry, looked up): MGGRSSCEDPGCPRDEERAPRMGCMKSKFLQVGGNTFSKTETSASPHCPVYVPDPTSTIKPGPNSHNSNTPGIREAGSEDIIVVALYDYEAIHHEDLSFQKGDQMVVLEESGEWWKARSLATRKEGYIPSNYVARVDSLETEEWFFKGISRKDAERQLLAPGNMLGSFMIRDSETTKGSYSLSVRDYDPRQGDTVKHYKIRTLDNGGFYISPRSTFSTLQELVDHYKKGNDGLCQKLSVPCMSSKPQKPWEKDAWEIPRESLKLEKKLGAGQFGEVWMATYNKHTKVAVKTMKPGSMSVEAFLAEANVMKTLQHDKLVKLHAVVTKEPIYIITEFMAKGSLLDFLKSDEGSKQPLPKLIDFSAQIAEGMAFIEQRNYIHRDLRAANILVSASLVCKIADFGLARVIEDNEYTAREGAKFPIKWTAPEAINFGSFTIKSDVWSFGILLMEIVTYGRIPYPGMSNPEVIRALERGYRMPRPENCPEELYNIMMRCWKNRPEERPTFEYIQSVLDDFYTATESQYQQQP
PERK inhibitor = human PERK inhibition, primary cell-based screen. Q9NZJ5. CHO PERK-DD fusion, SEAP luminescence translation reporter. inhibition, % at 5.6 µM. actives 0.17% (n = 220,000). AID 1416;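 active = inhibition above the mean inhibition of all tested compounds plus 3 SD, set separately per screening campaign, cut at about 2.9% in these data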;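 note: PERK kinase domain activated by AP20187 dimerizer at 100 nM; 0% = DMSO with dimerizer and 100% = rapamycin at 8.4 µM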
EP2 antag = blocks the human prostaglandin E2 receptor EP2. P43116. C6 glioma cells expressing human EP2, cAMP TR-FRET; cells stimulated with saturating PGE2. inhibition, % at 25 µM. actives 0.52% (n = 260,000);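 active = percent inhibition above 40 after rounding to a whole number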;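 note: rat C6 glioma host cells with rolipram phosphodiesterase inhibitor present; the protocol text gives 20 µM as final concentration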
Runt-CBFb FRET = inhibitors of human RUNX1 Runt domain binding to CBFb. Q01196+Q13951. Cerulean-Runt/Venus-CBFb FRET ratio 530/480, 1 h. inhibition, % at 20 µM. AID 1496. actives 0.46% (n = 220,000);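 active = inhibition over about 50% at 20 µM in the single-dose screen, limit read from the data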;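 note: 0% = DMSO wells and 100% = excess unlabeled CBFb competitor control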
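Reagent – Venus-CBFb binding partner, 100 nM · Assay system – Cerulean-tagged RUNX1 Runt domain (FRET donor) fusion protein · Input – 100 nM per protein · Incubation – two 1 h room-temperature incubations shielded from light · Measured by – FRET fluorescence · Medium – Tris buffer pH 7.5 with salts and BSA · Benchmarks – unlabeled CBFb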
L929 necroptosis = L929 zVAD cell death inhibition; viability rescue, % at 10 µM; L929 zVAD necroptosis rescue, ATP luminescence, 24 h; with zVAD 60 µM; AID 1377; actives 0.38% (n = 220,000);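 active = activation, scaled between plate controls, above about 75%, limit read from the data; inactive = activation under that limit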;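 note: 0% = zVAD with DMSO and 100% = DMSO alone without zVAD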
Numbers without * were called inactive; x = not tested or not shown; & = joins results of further samples. Some of the compounds tested, so the mix of outcomes need not match the whole.

SMILES | EP2 mod | TNF death inh | RBBP9 inhibitor | Runt-SMMHC FRET | Hck-Nef inh | PERK inhibitor | EP2 antag | Runt-CBFb FRET | L929 necroptosis
COc1ccccc1OCCCn1c(C)c(C#N)c2ccccc21 | -21&-21 | 0.8 | -7 | 0 | 1 | -0.9 | 4&11 | -1 | 1.0
Cc1ccc(CN(C)C(=O)c2ccc3c(c2)NC(=O)CS3)o1 | 8 | 6.2 | -3 | -1 | 19 | 0.6 | 2 | 12 | 0.5
Cc1cccc2cc(CN(Cc3nnnn3Cc3ccccc3)C3CCCC3)c(=O)[nH]c12 | -11 | -0.1 | 14 | -2 | 2 | 2.3 | 12 | -2 | -0.1
CC1CN(c2ccc(S(=O)(=O)N3CCOCC3)cn2)CC(C)O1 (stereo not drawn) | 4 | -2.4 | -8 | -2 | -1 | 0.1 | 12 | -9 | -0.3
CC(C)(C)c1ccc(C(=O)Oc2ccccc2CCC(=O)O)cc1 | -22 | 3.4 | 6 | -7 | 11 | 3.4* | 1 | 1 | 0.3
COc1ccc(N2CCN(C(=O)CNC(=O)Cn3c(C)cc4ccccc4c3=O)CC2)cc1 | 3 | -1.1 | -9 | -2 | -1 | -0.8 | 9 | 0 | -0.3
C=CCn1c(=NC(=O)c2ccccc2[N+](=O)[O-])sc2cc(S(C)(=O)=O)ccc21 | 26 | -4.5 | -1 | 2 | 2 | -0.2 | 3 | 1 | -0.3
C=CC[N+]1(CC#Cc2ccccc2)CCCC1 | -47&24 | -1.3 | 1 | 2 | 20 | -0.2 | 10&6 | -1 | 2.9
O=C(Nc1cccnc1)c1sc2cccc(F)c2c1Cl | -33 | 0.5 | -8 | 4 | 17 | -0.3 | 11 | 1 | 8.0
O=C(C1=C(O)C(=O)N(Cc2ccco2)C1c1cccnc1)c1cc2ccccc2o1 (stereo not drawn) | 53 | -2.2 | -8 | 6 | -1 | 0.7 | 47* | 7 | 0.2
CCN1C(=O)C(C(=O)NC(C)c2ccccc2)C2CC1(C)Oc1ccccc12 (stereo not drawn) | 40 | -2.5 | -7 | 2 | -1 | -1.1 | 9 | -3 | x
CCn1nnnc1SCC(=O)N1CCc2ccccc21 | 10 | 0.0 | -4 | x | -5 | -0.2 | 14 | x | 0.0
CC(C)(C)c1ccc(NC(=O)N2CCCN(c3ccc([N+](=O)[O-])cn3)CC2)cc1 | -19 | -6.4 | -5 | -3 | 18 | -0.9 | 2 | 1 | 2.6
CSCC[C@H](NC(=O)OC(C)(C)C)c1nnc(SCc2ccccc2)o1 | 26 | -5.7 | -5 | -5 | -1 | -0.9 | 11 | -4 | 0.1
Cc1c(NC(=O)c2ccc(S(=O)(=O)N3CC(C)OC(C)C3)cc2)c(=O)n(-c2ccccc2)n1C (stereo not drawn) | -14 | 1.1 | 1 | -5 | 9 | 2.7 | 6 | 1 | 0.7
COc1cc(OC)cc(C(=O)Nn2c(C)nc3ccccc3c2=O)c1 | -22 | -3.6 | 6 | -1 | 0 | 0.3 | x | -1 | 0.1
Cc1ccc(NC(=O)CSc2nnc(-c3cccs3)o2)cc1S(=O)(=O)N1CCCCC1 | 3 | 1.2 | -6 | 2 | 1 | 0.0 | 6 | -1 | 1.2
O=C(CCC(=O)c1cccs1)OCC(=O)c1ccc(Cl)s1 | 30 | -1.5 | -10 | -4 | -5 | 0.3 | 17 | 1 | -0.8
S=c1[nH]nc(COc2ccc(Cl)cc2)n1Cc1ccccc1 | 48 | 0.5 | -9 | 1 | 25 | 1.0 | 3 | 0 | 0.7
CS(=O)(=O)N(CC(=O)NCCC1=CCCCC1)C1CCCCC1 | -9 | -1.8 | 1 | -2 | 1 | -0.7 | 12 | -1 | -0.3

Sorted by the number under PERK inhibitor (smallest number first): 4 of the compounds above
compound	PERK inhibitor
CS(=O)(=O)N(CC(=O)NCCC1=CCCCC1)C1CCCCC1	-0.7
CCn1nnnc1SCC(=O)N1CCc2ccccc21	-0.2
COc1cc(OC)cc(C(=O)Nn2c(C)nc3ccccc3c2=O)c1	0.3
S=c1[nH]nc(COc2ccc(Cl)cc2)n1Cc1ccccc1	1.0

New compounds follow
SMILES | EP2 mod | TNF death inh | RBBP9 inhibitor | Runt-SMMHC FRET | Hck-Nef inh | PERK inhibitor | EP2 antag | Runt-CBFb FRET | L929 necroptosis
O=C(O)Cn1c(SCCOc2ccccc2F)nc2ccccc21 | -3 | -0.7 | 8 | 7 | -1 | 1.7 | 25 | -2 | 0.0
O=C(NCc1cccnc1)c1cc(C(=O)C2CC2)c[nH]1 | -10 | -0.7 | -7 | -3 | 23 | 0.6 | 3 | 0 | 0.4
CCc1cccc(C)c1NC(=O)CCCC(=O)O | 13 | -0.4 | -9 | 0 | -1 | 0.5 | 17 | -1 | 0.0
CN(Cc1ccccc1)S(=O)(=O)c1ccc(NC(=S)NC(=O)C2CCCCC2)cc1 | 12 | 0.5 | -13 | -1 | 0 | 0.1 | 6 | 1 | 1.9
O=C(NCCc1csc(-c2cccnc2)n1)c1ccccc1Br | -34 | 2.3 | -2 | -4 | 19 | -0.6 | 9 | 0 | 2.7
Cc1nc(SCC(=O)c2ccc(F)cc2)n[nH]1 | 5 | 2.5 | -4 | 12 | 4 | 1.3 | 2 | 42 | 1.7
CCOC(=O)c1c(-c2ccc(F)cc2)csc1/N=C/N(C)C | 21 | -0.6 | -7 | 2 | 1 | -0.2 | 5 | 0 | 2.6
Cc1ccccc1C(=O)Nc1ccc(C(=O)N/N=C/c2ccncc2)cc1 | -58 | 0.3 | -2 | 2 | 15 | 2.1 | 9 | x | 0.5
O=C(O)c1ccccc1-c1ccccc1C(=O)NNc1ccccc1 | 8 | -0.1 | 7 | 1 | 4 | 1.3 | 11 | -1 | 0.1
CCCCOC(=O)C(C)Oc1ccc(=O)n(-c2ccccc2)n1 (stereo not drawn) | 0 | -0.4 | -10 | 4 | 2 | -0.4 | 14 | 0 | 0.0

As entered above:
Runt-CBFb FRET, Cc1nc(SCC(=O)c2ccc(F)cc2)n[nH]1 : 42
PERK inhibitor, O=C(NCc1cccnc1)c1cc(C(=O)C2CC2)c[nH]1 : 0.6

Retrieved by structure from the entries so far:
SMILES | EP2 mod | TNF death inh | RBBP9 inhibitor | Runt-SMMHC FRET | Hck-Nef inh | PERK inhibitor | EP2 antag | Runt-CBFb FRET | L929 necroptosis
CCOC(=O)c1c(-c2ccc(F)cc2)csc1/N=C/N(C)C | 21 | -0.6 | -7 | 2 | 1 | -0.2 | 5 | 0 | 2.6
CCc1cccc(C)c1NC(=O)CCCC(=O)O | 13 | -0.4 | -9 | 0 | -1 | 0.5 | 17 | -1 | 0.0
CN(Cc1ccccc1)S(=O)(=O)c1ccc(NC(=S)NC(=O)C2CCCCC2)cc1 | 12 | 0.5 | -13 | -1 | 0 | 0.1 | 6 | 1 | 1.9

(listing goes on)
SMILES | EP2 mod | TNF death inh | RBBP9 inhibitor | Runt-SMMHC FRET | Hck-Nef inh | PERK inhibitor | EP2 antag | Runt-CBFb FRET | L929 necroptosis
CC(=O)c1cn(C)c(=O)c2ccccc12 | 10 | 0.5 | 1 | -5 | -2 | 0.8 | 9 | -2 | 0.9
CN(Cc1cccs1)S(=O)(=O)c1cccs1 | 1 | 0.2 | -5 | -18 | 0 | -0.7 | 12 | 1 | -0.1
C/C(N)=C(/C#N)C(=O)COC(=O)Cc1coc2ccc3ccccc3c12 | -64 | -0.7 | -4 | -2 | 21 | 1.2 | 5 | -2 | -0.7
CCN(CC)C(=O)CSc1nnc(-c2cccnc2)n1CCc1ccccc1 | 10&-1 | -2.8 | -13 | -5 | 0 | -0.9 | 6&12 | -1 | -0.5
c1ccc2c(c1)CCN(c1ncnc3nc[nH]c13)C2 | 0 | 1.1 | -6 | -3 | -3 | 2.0 | 9 | 1 | 4.8
COc1ccc(-c2cc(-c3ccccc3)nc(SCC(=O)Nc3ncc(C)s3)c2C#N)cc1 | -25 | 1.6 | -3 | -32 | 2 | -0.1 | 6 | 30 | 0.7
Cn1c(=O)c(C(=O)c2ccccc2)nc2ccccc21 | 37 | -3.5 | -12 | -3 | 0 | 0.8 | 16 | -2 | -0.3
COc1ccc(CNC(=S)Nc2cc(C)ccc2C)cc1 | -21 | -23 | 1 | 0 | 6 | 0.6 | -7 | 7 | 0.0
Cn1cc(CCNC(=O)CCc2nnc(CCCCc3ccccc3)o2)cn1 | 12 | -1.4 | -9 | -3 | 18 | -0.3 | 5 | 2 | 2.1
CCC(C)n1nnc2c(=O)oc3ccccc3c21 (stereo not drawn) | -17 | -1.2 | 6 | 2 | -2 | 1.4 | 9 | 0 | 0.2
Cc1ccc2cc3c(NC(=O)C4CCCO4)nn(CC(C)C)c3nc2c1 (stereo not drawn) | 20 | 1.3 | -4 | 32 | 11 | -2.5 | 10 | 21 | 0.2
O=C1OCc2cccc([N+](=O)[O-])c21 | 33 | 0.6 | -2 | 5 | 0 | 0.9 | 7 | 1 | 1.0
Cc1ccnc2nc(C(=O)NC3CCCc4ccccc43)nn12 (stereo not drawn) | 12 | 1.0 | -2 | 0 | 28 | 0.3 | 6 | 2 | 2.7
COc1ccc(O[C@H]2C=C[C@@H](c3ccccc3)O[C@@H]2COC(=O)CC/C(C)=N/O[C@@H](C)CN2CCCCc3nc(C)c(C)cc32)cc1 | 32 | 2.9 | -11 | -1 | 3 | 0.1 | x | -4 | 0.0
COC(=O)[C@H](C)NC(=O)NC1CCN(Cc2ccccc2)CC1 | -7 | -1.1 | -14 | 0 | 0 | 0.1 | 5 | 2 | 0.8
CC(C)(C)NC(=O)C(OC(=O)Cn1nnc(-c2ccc(F)cc2)n1)c1ccncc1 (stereo not drawn) | 6 | 0.0 | -2 | 4 | 2 | 2.0 | 6 | -2 | -0.1
O=C(Nc1ccc(S(=O)(=O)NC2=NCCCCC2)cc1)c1ccco1 | 0 | 0.1 | -6 | 0 | 27 | 0.5 | 4 | -1 | 1.7
Cc1cc([N+](=O)[O-])nn1CC(=O)N/N=C/c1ccccc1Br | -28 | 1.3 | -2 | 2 | 0 | 0.0 | 4 | 1 | 1.2
COc1ccc(/C(O)=C2/C(=O)C(=O)N(CC3CCCO3)C2c2ccc(O)c(OC)c2)cc1 (stereo not drawn) | 22 | 0.1 | -7 | -5 | -1 | 0.3 | 6 | -3 | 0.5
CCn1cc(/C=C/C(=O)NCc2c(C)nn(C)c2C)cn1 | 16 | -3.6 | -3 | 1 | -1 | 0.3 | 0 | -2 | 0.3
COc1cc(OC)c(C(=O)NCCCn2ccnc2)cc1OC | -1 | -0.1 | -1 | 1 | 21 | 0.9 | 1 | -1 | 0.3
Cc1nc(-c2ccc(-c3ccon3)s2)no1 | -7 | 2.6 | -2 | -3 | 9 | 1.9 | 16 | 0 | 2.5
